Prostate diff: activators of LNCaP prostate cell differentiation, primary screen, flow cytometry side scatter | 4 d | side scatter shift, % at 10 µM | actives 0.56% (n = 24,000);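 active = side scatter shift above 30%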;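 also: androgen-responsive LNCaP prostate cancer cells in charcoal-stripped serum medium; percent of cells past a gate set so DMSO wells show 10% shift; higher shift means more granular cells and more differentiation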
VLA-4 agonist: enhancers of LDV-FITC binding to VLA-4 integrin, primary screen, Jurkat cells, flow cytometry; activation, % at 10 µM (by protocol); 24,000 tested, under 10 active;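 active = fluorescent ligand binding to cells raised by more than 40% of the manganese-induced maximum; inconclusive = compound's own fluorescence above 85% of the ligand control signal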;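 also: 0% = ligand binding without compound and 100% = manganese-stimulated maximal binding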
Target sequence (P13612 whole entry, looked up): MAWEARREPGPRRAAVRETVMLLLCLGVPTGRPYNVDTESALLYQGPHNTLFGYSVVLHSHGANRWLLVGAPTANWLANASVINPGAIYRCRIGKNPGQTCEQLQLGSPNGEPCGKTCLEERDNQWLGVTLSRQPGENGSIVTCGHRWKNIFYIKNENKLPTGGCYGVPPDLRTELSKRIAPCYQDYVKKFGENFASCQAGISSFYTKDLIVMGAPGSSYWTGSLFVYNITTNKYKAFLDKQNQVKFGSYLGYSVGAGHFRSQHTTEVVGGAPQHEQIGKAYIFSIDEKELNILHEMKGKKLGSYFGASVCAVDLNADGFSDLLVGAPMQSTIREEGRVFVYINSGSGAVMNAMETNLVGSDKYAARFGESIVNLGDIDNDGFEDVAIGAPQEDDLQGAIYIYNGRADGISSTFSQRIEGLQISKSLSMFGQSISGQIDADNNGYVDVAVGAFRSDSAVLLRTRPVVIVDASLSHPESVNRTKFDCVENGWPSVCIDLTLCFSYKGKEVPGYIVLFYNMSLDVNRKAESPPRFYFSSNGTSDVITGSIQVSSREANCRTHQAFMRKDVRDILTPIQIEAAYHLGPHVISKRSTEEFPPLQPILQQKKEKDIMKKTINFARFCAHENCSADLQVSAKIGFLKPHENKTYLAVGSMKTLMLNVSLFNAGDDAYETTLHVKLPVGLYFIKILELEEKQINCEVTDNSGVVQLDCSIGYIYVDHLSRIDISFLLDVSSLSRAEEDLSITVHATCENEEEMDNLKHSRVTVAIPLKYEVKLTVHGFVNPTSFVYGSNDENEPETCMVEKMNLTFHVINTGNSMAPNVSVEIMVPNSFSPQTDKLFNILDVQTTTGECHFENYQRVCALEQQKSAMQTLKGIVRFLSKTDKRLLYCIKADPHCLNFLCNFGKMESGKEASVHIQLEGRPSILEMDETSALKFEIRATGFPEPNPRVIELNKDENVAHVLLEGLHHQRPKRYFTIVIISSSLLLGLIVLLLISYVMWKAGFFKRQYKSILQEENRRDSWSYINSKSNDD
Jurkat autofluor: compound autofluorescence on Jurkat cells, primary screen, artefact control for VLA-4 allosteric ligand project, cell-based, flow cytometry. active compounds read high; 1 = vehicle-only cell background. fluorescence ratio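 (tested at 10 µM compound in the well)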. actives 0.61% (n = 24,000);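 active = fluorescence ratio above 2.44, which is 1 plus 3 SD of all ratios; inconclusive = signal too bright to measure linearly, ratio around 10 or more; inactive = fluorescence ratio below 2.44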;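 also: green fluorescence of cells measured with 488 nm excitation and 530 nm emission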
VLA-4 antagonist: inhibitors of LDV-FITC binding to Mn2+-activated VLA-4, primary screen, Jurkat cells; LDV-FITC binding with Mn2+, flow cytometry; 100% = Mn2+-driven binding gain fully reversed; inhibition, % at 10 µM (by protocol); actives 0.2% (n = 24,000);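 active = inhibition above 50%; inconclusive = compound itself fluorescent, judged against control cell fluorescence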;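 also: 0% = Mn2+ stimulated cells lacking compound and 100% = ligand binding without Mn2+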
* = called active by the depositor; ? = inconclusive; / = not tested or not shown. This is a subset, so the mix of outcomes need not match the whole.

Prostate diff | VLA-4 agonist | Jurkat autofluor | VLA-4 antagonist | Compound
14 | -8 | 1.1 | 4 | COc1ccc(Cn2c(-c3ccco3)nc3oc4ccccc4c(=O)c3c2=O)cc1
11 | -2 | 1.1 | 17 | O=C(CN1C(=O)CCSc2ccccc21)Nc1cccc(F)c1
1 | -8 | 1.4 | -2 | CCOC(=O)c1c(C)c(C(=O)NCc2ccccc2OC)c(C)n1C
4 | ? | 1.1 | 2 | COc1ccc(Cn2c(CCC(=O)NCc3ccco3)nc3cccnc32)cc1
6 | 2 | 1 | -2 | CN(Cc1ccccc1)C(=O)CCS(=O)(=O)c1ccc2c(c1)n(C)c(=O)c(=O)n2C
17 | ? | 2 | ? | COc1ccc(C(=O)OCC(=O)c2ccc(C)c(S(=O)(=O)N3CCOCC3)c2)cc1OC
/ | -9 | 0.99 | 23 | COc1cc2[nH]c(=O)n(CCC(=O)N3CCC(N4CCCCC4)CC3)c(=O)c2cc1OC
3 | -3 | 0.96 | -13 | CCCCNC(=O)C1C2C=CC3(CN(Cc4ccc(C)cc4)C(=O)C13)O2 (stereo unspecified)
2 | 2 | 1.1 | -26 | O=C1C2ON(c3ccc(Cl)cc3)C(c3ccco3)C2C(=O)N1c1ccccc1 (stereo unspecified)
7 | ? | 1.1 | ? | CCOc1ccc(CC(=O)Nc2ccc(S(=O)(=O)Nc3cc(C)on3)cc2)cc1OCC
9 | 4 | 1.1 | -7 | COc1ccc(C2/C(=C(/O)c3cnn(-c4ccccc4)c3C)C(=O)C(=O)N2CCN(C)C)cc1OC (stereo unspecified)
/ | 1 | 1.1 | -18 | CC(=O)N1CCc2c(sc(NC(=O)c3ccc(S(=O)(=O)N(C)C)cc3)c2C#N)C1
14 | -1 | 1 | -3 | O=C(Nc1ccc(CN2CCCCC2)cc1)c1ccc2c(c1)OCO2
13 | -5 | 1.1 | -6 | CCCCNC(=O)CCn1nc(-c2ccccc2)ccc1=O
18 | 3 | 1 | 0 | CCCS(=O)(=O)N1CCC(C(=O)NC2CCCC(C)C2C)CC1 (stereo unspecified)
4 | ? | 1.5 | ? | Cc1cc2c(cc(C(=O)NCc3cccnc3)n2Cc2ccc(Cl)cc2)o1
4 | -1 | 1.1 | -24 | O=C(NCC1COCCO1)C1CCN(S(=O)(=O)c2ccccc2)CC1 (stereo unspecified)
16 | -13 | 1.1 | 15 | O=C(Nc1ccc(OC(F)(F)F)cc1)C1CCCN(S(=O)(=O)c2cccnc2)C1 (stereo unspecified)
3 | 6 | 0.99 | 6 | O=C(c1cnc2n(c1=O)CCS2)N1CCc2ccccc21
16 | ? | 1.1 | ? | Cn1cnnc1SCC(=O)Nc1sc2c(c1C#N)CCCCC2
8 | 0 | 0.88 | 11 | O=C(NCc1cccnc1)c1cnc2n(c1=O)CCS2
13 | ? | ? | ? | CCc1ccc(NS(=O)(=O)c2cccs2)cc1
11 | ? | 1.5 | ? | Cc1ccc(-n2c(=O)c(C#N)cc3c(=O)n4ccccc4nc32)cc1
10 | -8 | 1 | 10 | Oc1ccc(-c2onc(C(F)(F)F)c2-c2cscn2)c(O)c1
7 | 1 | 1 | -13 | COc1cccc(CNc2nc3nc(C)c(Cl)c(C)n3n2)c1
12 | 8 | 1 | -7 | O=C(O)c1cccc(N2CCCC2=O)c1
4 | 1 | 1.2 | -3 | O=C(C1CCCN1S(=O)(=O)c1cccc2cccnc12)N1CCc2ccccc21 (stereo unspecified)
13 | -1 | 1.2 | 3 | O=C1CCCC(O)=C1C(C#Cc1ccccc1)C1=C(O)CCCC1=O
7 | 7 | 1.2 | -8 | O=C(CN1CCN(c2nc(-c3ccccc3)cs2)CC1)Nc1ccc2c(c1)OCO2
21 | -2 | 1 | -8 | COc1ccc(C(=O)Nn2c(C3CCC3)nc3ccccc3c2=O)c(OC)c1
13 | 2 | 1 | 12 | COc1nc(OC/C(N)=N/O)nc(N2CCOCC2)n1
17 | 6 | 1 | -10 | COc1cc(C)nc(NS(=O)(=O)c2ccc(C)cc2)n1
2 | ? | 1 | ? | COc1ccc(OCC(=O)Nc2cc(-c3nn4c(C)nnc4s3)ccc2C)cc1
6 | -6 | 1.1 | -6 | COc1ccc2c(c1)c(CC(=O)O)c(C)n2C(=O)c1ccc(Cl)cc1
3 | -3 | 1 | -2 | Cc1ccc2c(c1)N(CCC(=O)NCCCOC(C)C)C(=O)C(C)O2 (stereo unspecified)
14 | -3 | 1.1 | -8 | CCOC(=O)c1c(C)[nH]c(C(=O)Cn2c(=O)oc3ccccc32)c1C
7 | 10 | 0.94 | -25 | Cc1cccc(-n2c(O)c(C=Nc3ccccc3N)c(=O)[nH]c2=O)c1
1 | 0 | 1.1 | 22 | Cc1ccc(N(CC(=O)Nc2ccc3c(c2)OCCO3)S(=O)(=O)c2c(C)noc2C)cc1
4 | 2 | 1 | -11 | CCOC(=O)c1nnn(-c2nonc2N)c1-c1cccc2ccccc12
4 | -4 | 1.1 | -12 | CC1=C(C)C(=O)NC(Nc2nc(C)c3cc(C)cc(C)c3n2)N1 (stereo unspecified)

Complete entries from above:
`COc1ccc(C(=O)Nn2c(C3CCC3)nc3ccccc3c2=O)c(OC)c1` across the screens: Prostate diff: 21; VLA-4 agonist: -2; Jurkat autofluor: 1; VLA-4 antagonist: -8
`Cc1ccc2c(c1)N(CCC(=O)NCCCOC(C)C)C(=O)C(C)O2` (stereo unspecified) across the screens: Prostate diff: 3; VLA-4 agonist: -3; Jurkat autofluor: 1; VLA-4 antagonist: -2
`Cc1cccc(-n2c(O)c(C=Nc3ccccc3N)c(=O)[nH]c2=O)c1` across the screens: Prostate diff: 7; VLA-4 agonist: 10; Jurkat autofluor: 0.94; VLA-4 antagonist: -25

The list continues.
Prostate diff | VLA-4 agonist | Jurkat autofluor | VLA-4 antagonist | Compound
8 | -9 | 1.1 | 4 | Cc1ccc(S(=O)(=O)NCc2ccc(C(=O)N3CCN(c4ccccn4)CC3)cc2)cc1
3 | -8 | 1.2 | 3 | CCCOC(=O)c1ccc(NC(=O)c2cnccn2)cc1
4 | -12 | 1.1 | -1 | O=C(O)C1CC=CCC1C(=O)Nc1cccc(F)c1 (stereo unspecified)
1 | 1 | 1 | 11 | CCN(c1ccccc1)c1nc2ccsc2c(=O)s1
1 | 1 | 1.1 | -7 | O=C(CSc1nc2ccsc2c(=O)n1-c1ccccc1)N1CCCC1
14 | 1 | 1 | 19 | CCOC(=O)c1c(C)nn(Cc2cccc(Cl)c2)c1N
10 | 3 | 1.1 | 7 | Cc1ccc(Cl)cc1NC(=O)CCn1cccc1
1 | 1 | 1.1 | -11 | CCCS(=O)(=O)N1CCCC(C(=O)NC2CCCC(C)C2C)C1 (stereo unspecified)
19 | 12 | 0.95 | -31 | CCOC(=O)CN1CC23C=CC(O2)C(C(=O)Nc2ccc(F)c(C)c2)C3C1=O (stereo unspecified)
8 | 8 | 1.1 | -26 | CCCCc1nc(NCCNC(=O)c2ccco2)c(C#N)c2c1CSC(C)(C)C2
14 | -6 | 1 | 10 | CCOC(=O)c1c(C)oc2ccc(OCC(=O)N(CC)CC)cc12
2 | 8 | 0.88 | -5 | O=C(CCN1C(=O)COc2ccccc21)NCc1cccnc1
5 | 0 | 1.1 | -2 | CCOC(=O)c1cccc(NC(=O)C(NS(=O)(=O)c2ccc3c(c2)CCN3C(C)=O)C(C)C)c1 (stereo unspecified)
4 | 0 | 1.1 | -4 | CN(C)S(=O)(=O)c1ccc(S(=O)(=O)N(Cc2ccco2)Cc2ccccc2Cl)cc1
9 | 0 | 1.1 | 13 | COc1ccc(-c2noc(Cc3ccc(Cl)cc3)n2)cc1OC
2 | 9 | 1 | -9 | COC(=O)c1sc(=S)n(-c2cc(F)ccc2F)c1N
10 | 1 | 1.1 | 13 | O=C1c2ccccc2CCC1C(O)c1ccccn1 (stereo unspecified)
13 | 12 | 1.2 | -18 | Cc1ccc2cc(C(c3nnnn3CC3CCCO3)N3CCCC4(CCCCC4)C3)c(=O)[nH]c2c1 (stereo unspecified)
11 | 1 | 1 | -2 | CCn1cc(C(=O)N2CC(C)CC(C)C2)c(=O)c2cc(S(=O)(=O)N(C)C)ccc21 (stereo unspecified)
8 | 2 | 0.9 | 13 | O=C(CSc1nnc(CNC(=O)c2ccccc2F)o1)Nc1ccc2c(c1)OCCO2

Retrieved by compound from the entries so far:
Prostate diff | VLA-4 agonist | Jurkat autofluor | VLA-4 antagonist | Compound
14 | -6 | 1 | 10 | CCOC(=O)c1c(C)oc2ccc(OCC(=O)N(CC)CC)cc12
8 | -9 | 1.1 | 4 | Cc1ccc(S(=O)(=O)NCc2ccc(C(=O)N3CCN(c4ccccn4)CC3)cc2)cc1
4 | 0 | 1.1 | -4 | CN(C)S(=O)(=O)c1ccc(S(=O)(=O)N(Cc2ccco2)Cc2ccccc2Cl)cc1

Next records
Prostate diff | VLA-4 agonist | Jurkat autofluor | VLA-4 antagonist | Compound
9 | 2 | 0.76 | -6 | Cc1cc(Nc2ccc(F)c(Cl)c2)n2nc(C)nc2n1
13 | 3 | 0.78 | -11 | COCCCNC(=O)c1ccc(CS(=O)(=O)c2ccc(Br)cc2)o1
6 | 3 | 1 | 8 | COc1cccc(CNC(=O)C2CCN(S(=O)(=O)N3CCCCC3)CC2)c1
10 | 3 | 1.1 | -2 | O=C(NCc1ccco1)c1cc(-c2ccc(F)cc2)on1
9 | -1 | 0.98 | 6 | CC(C)OCCCNC(=O)C1CC(=O)N(C2CCCCCCC2)C1 (stereo unspecified)
3 | 1 | 0.99 | 3 | COc1cc2[nH]c(=O)n(CCC(=O)NCc3cccnc3)c(=O)c2cc1OC
9 | 2 | 1 | -20 | O=C(NC(C(=O)c1ccccc1)N1CCOCC1)c1cccs1 (stereo unspecified)
3 | 5 | 0.97 | -23 | CC(=O)c1ccc(OCC(O)CN2CCN(Cc3ccccc3)CC2)cc1 (stereo unspecified)
3 | 4 | 0.98 | 6 | Cc1cccc(NC(=O)c2cc3ccccc3c(=O)o2)n1
5 | ? | 1.4 | ? | CCc1ccccc1S(=O)(=O)Cc1ccc(C(=O)N2CCN(c3ccccc3OC)CC2)o1
2 | 0 | 1 | 16 | CCn1cc(C(=O)N2CCN(Cc3ccc4c(c3)OCO4)CC2)c2cc(OC)c(OC)cc2c1=O
/ | -10 | 1 | 23 | CCN1CCN(C(=O)c2ccc(Cn3c(=O)[nH]c4cc(OC)c(OC)cc4c3=O)cc2)CC1
3 | 1 | 1.1 | -2 | Cc1ccc(C2CC(c3ccccc3Cl)n3nc(N)nc3N2)cc1 (stereo unspecified)
11 | ? | 1.3 | ? | Cc1oc(-c2ccc(Cl)cc2)nc1CN1CCC(C(=O)N2CCc3ccccc3C2)CC1
13 | 1 | 1 | 5 | Cn1cccc1Cc1nnc(SCC(=O)N2CCCCCC2)n1-c1ccc(F)cc1
1 | -3 | 1.1 | 0 | Cc1cccc(N(C)c2cc(C)nc3nc(C)nn23)c1
8 | -2 | 1 | -3 | CCn1c(=O)c(-[n+]2ccccc2)c(O)c2ccccc21
18 | 4 | 1 | 4 | CCN(CC)CCNC(=O)CS(=O)Cc1nc(-c2ccc(Cl)cc2)oc1C (stereo unspecified)
12 | 3 | 1.1 | 14 | CCC1=[N+]([O-])C(C)(/C(C)=N\O)N(O)C1(C)C (stereo unspecified)
15 | 1 | 1 | -1 | CCn1c(C)c(CCC(=O)O)c(=O)n2nc(-c3ccccc3OC)cc12
5 | 7 | 1.2 | -1 | O=C(NCc1nc2ccccc2[nH]1)c1ccc(Cl)c(S(=O)(=O)N2CCCC2)c1
5 | -3 | 1 | -10 | Cc1nc2cc(C(=O)O)ccc2n1-c1ccc(F)cc1F
25 | -4 | 1.1 | -8 | CCCCCCOC(=O)C(C#N)c1nc2ccccc2nc1N1CCCCC1 (stereo unspecified)
13 | -2 | 1 | -22 | O=C(Cn1nc(C(F)(F)F)c2c1CCCC2)NCCN1CCOCC1
7 | -24 | 1.1 | 17 | N#Cc1c(-c2ccccc2)nc(N2CCCCCC2)[nH]c1=O
3 | 2 | 0.96 | -9 | O=C(CSc1nnc2ccccn12)c1ccccc1
14 | 2 | 1.1 | -8 | COc1ccc(Cn2nnnc2C(c2cc3cc(C)cc(C)c3[nH]c2=O)N2CCOCC2)cc1 (stereo unspecified)
5 | 3 | 0.99 | -8 | CCOc1ccccc1NC(=O)CCC(=O)Nc1ccc2nc(N3CCN(C)CC3)cc(C)c2c1
5 | -8 | 1 | -10 | Cc1cc(-n2c(C)cc(C(=O)CSc3nc4ccccc4c(=O)n3Cc3ccco3)c2C)no1
3 | -3 | 1.1 | 5 | COc1ccccc1N1CCN(C(=O)c2cc(-c3ccc(Br)cc3)on2)CC1
11 | -5 | 1 | 13 | CCOc1ccc(N(CC(=O)OC)S(=O)(=O)c2c(C)noc2C)cc1
6 | -4 | 0.94 | -19 | CCCn1c(N)c(C(=O)CSc2nnc(Cc3ccccc3)o2)c(=O)n(C)c1=O
25 | -9 | 1.1 | 4 | CCN1CCN(c2ncc(C(=O)Nc3ccccc3C(=O)OC)c3ccccc23)CC1

Compound activity as filed in PubChem.
